# Xi reactivation: activators of inactive X chromosome reactivation, primary screen, imaging, XiGFP fibroblasts, GFP high-content imaging, set 2 | actives 0.055% (n = 360,000) | XiGFP mouse fibroblasts, % GFP-positive cells imaging, 3 d; cells co-treated with 5-aza-dC sensitizer; scaled so ellipticine positive control = 100% | AID 743238, 2013 | activation, % at 7.58 µM;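 active = mean normalized replicate activation at least 10% and every replicate at or above 10%; inconclusive = only one of the two criteria met; inactive = mean below 10% and not all replicates reach 10%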;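 note: 0% = median of on-plate neutral control wells and 100% = ellipticine 6 µM median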
#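 material = 68-5-11 XiGFP fibroblast line | medium = DMEM plus 5-aza-dC sensitizer | schedule = 3 days compound exposure | benchmarks = positive control ellipticine, 6 µM final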
# E-selectin induc: E-selectin induction in HUVECs, primary screen, imaging, HUVEC, immunofluorescence imaging, single point; activation, % at 7.58 µM; normalized: neutral wells 0, TNF-alpha wells 100; actives 0.37% (n = 260,000); P16581;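 active = mean E-selectin-positive cell signal at least 10% of the positive control, reached in at least 60% of replicates, without over 20% cell loss; inconclusive = no rule given, readout overlaps actives, possibly toxicity-flagged; inactive = the rest, including those meeting only one limit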;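 note: in these data hits start at about 27%; measured in HUVEC primary endothelial cells; signal is the percent of cells scored E-selectin positive by PE staining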
# Target sequence (P16581 whole entry, looked up): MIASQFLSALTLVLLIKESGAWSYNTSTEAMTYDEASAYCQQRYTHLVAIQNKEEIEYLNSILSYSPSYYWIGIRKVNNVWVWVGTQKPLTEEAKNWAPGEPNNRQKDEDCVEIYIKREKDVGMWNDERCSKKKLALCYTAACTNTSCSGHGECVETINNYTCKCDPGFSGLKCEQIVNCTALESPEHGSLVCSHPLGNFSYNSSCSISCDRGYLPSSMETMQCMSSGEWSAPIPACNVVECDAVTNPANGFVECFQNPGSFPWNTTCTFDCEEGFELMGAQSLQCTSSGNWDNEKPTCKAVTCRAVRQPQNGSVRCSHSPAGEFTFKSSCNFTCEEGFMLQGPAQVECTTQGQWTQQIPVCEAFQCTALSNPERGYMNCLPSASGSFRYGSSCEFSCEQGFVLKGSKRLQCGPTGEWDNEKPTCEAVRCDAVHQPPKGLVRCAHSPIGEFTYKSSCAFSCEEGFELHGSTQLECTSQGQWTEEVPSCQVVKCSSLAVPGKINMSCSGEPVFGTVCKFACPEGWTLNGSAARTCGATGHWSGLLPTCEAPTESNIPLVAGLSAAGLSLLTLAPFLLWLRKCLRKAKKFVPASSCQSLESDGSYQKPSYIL
#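 Material: HUVEC primary endothelial cells; Amount: 3,000 cells per well; Dosing: single concentration; Medium: EGM-2 growth medium on 0.1% gelatin-coated wells; Read-out basis: percent E-selectin-positive cells; Signal: immunofluorescence imaging; Control set: TNF-alpha, DMSO.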
# DENV2 CPE rescue: inhibitors of DENV2 cytopathic effect, primary screen, cell-based, plate reader, single concentration | AID 651640, 2012 | actives 1.7% (n = 350,000) | CPE inhibition, % at 9.99 µM | DENV2-infected cells, cytopathic effect rescue; in the data active = CPE inhibition above about 20%, passing the limit was not always enough; inconclusive = no clear call, values can overlap the other calls; tested in BHK-21 cells;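 note: 0% = median of neutral control wells and 100% = median of positive control wells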
# RAD54 inh: inhibitors of human RAD54 branch migration, primary screen, biochemical, fluorescence, single point; DNA repair and recombination protein RAD54-like (Homo sapiens), Q92698; RAD54 Holliday junction branch migration, FAM/BHQ fluorescence; inhibition, % at 10.4 µM; actives 0.14% (n = 360,000); AID 602329, 2012;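 active = mean normalized replicate activity at least 40 and at least half of replicates scoring 40 or more; inconclusive = only one of the two criteria met; inactive = mean below 40 and under half of replicates reaching 40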;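 note: 0% = median of neutral control wells and 100% = median of positive control wells; inhibitors cause a drop in the FAM fluorescence signal; in these data hits start at about 50%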
# RAD52 inh: RAD52 DNA annealing inhibitors, primary screen, biochemical, FRET, single point, set 2; DNA repair protein RAD52 homolog (Homo sapiens), P43351; recombinant RAD52 DNA annealing, FRET fluorescence; inhibition, % at 18.7 µM; actives 0.46% (n = 360,000);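 active = every replicate showing at least 50% inhibition; inconclusive = mean inhibition at least 50% but not in every replicate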
# CFTR F508del cor: F508del CFTR correction, initial screen, CFBE line, single point. AID 720511, 2013. CFBE cells, YFP halide quenching; stimulated with forskolin plus potentiator P3; % fluorescence drop versus neutral controls. activity (quench increase), % at 7.58 µM. actives 0.36% (n = 350,000);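 active = mean added fluorescence quench of at least 8% versus neutral control, with both replicates also reaching 8%; inconclusive = only one of the mean or replicate conditions met; inactive = mean below 8% and not both replicates reaching 8%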;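 note: cells transiently co-express mutant CFTR-F508del with the halide-sensitive YFP; corrector assay measuring rescue of mutant channel to the surface after 24 h compound exposure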
# Casp6 inh: human caspase-6 inhibitors, primary screen, biochemical, VEID-R110 fluorescence, single point, set 2 | inhibition, % at 12.5 µM | purified caspase-6, Z-VEID-R110 cleavage fluorescence | P55212 | actives 0.53% (n = 350,000);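 active = mean inhibition across replicates at least about 35%, with every replicate also reaching that limit, limit read from the data; inconclusive = only one of the two criteria met; inactive = neither criterion met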;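 note: 0% = median of neutral control wells and 100% = no fluorescence left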
# Target sequence (P55212 24-179 limits assumed): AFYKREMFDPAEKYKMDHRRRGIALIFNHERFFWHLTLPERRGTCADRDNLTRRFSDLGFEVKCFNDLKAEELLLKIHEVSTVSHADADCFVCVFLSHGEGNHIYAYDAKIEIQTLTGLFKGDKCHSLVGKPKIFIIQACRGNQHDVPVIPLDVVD
# Target sequence (P55212 194-293 limits assumed): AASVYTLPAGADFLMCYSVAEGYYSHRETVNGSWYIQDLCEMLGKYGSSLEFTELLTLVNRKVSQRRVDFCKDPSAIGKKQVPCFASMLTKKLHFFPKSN
# INS-1E GSIS act: GLuc luminescence reporter in INS-1E cells, primary screen for activators of glucose-dependent secretion of insulin | INS-1E GLuc reporter insulin secretion, 2-3 h | activation, % at 16.6 µM | actives 0.61% (n = 370,000) | AID 743287, 2014;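 active = lowest replicate activation of at least 40%, so every replicate reaches that level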;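 note: 0% = median of neutral control wells and 100% = median of IBMX positive control wells; some compounds called inactive have numbers as strong as hits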
# The depositor's hits bear a star; ? = inconclusive; · = no result given.
SMILES,Xi reactivation,E-selectin induc,DENV2 CPE rescue,RAD54 inh,RAD52 inh,CFTR F508del cor,Casp6 inh,INS-1E GSIS act
CCCN1C[C@H](C)[C@H](OC)CN(C)C(=O)c2cc(NC(=O)c3ccccc3F)ccc2OC[C@H]1C,-0.2,2.8,-4,10,0,1.8,-1,6
NS(=O)(=O)c1ccc(CNc2ccc3ccccc3n2)cc1,0.0,0.0,8,8,-19,8.7*,3,1
C/C(=N\OCC(=O)Nc1nc2ccccc2s1)c1ccccc1,0.7,·,-12,·,-22,-2.5,-1,·
Cc1cc(NC(=O)CSc2nc(Cc3ccccc3)c(C)[nH]2)no1,·,·,0,-2,-15,-0.2,2,9
COc1ccc(CCNCc2cc(C)n(-c3ccc(OC)cc3)c2C)cc1,0.0,·,3,-1,25,-0.3,-3,-19
O=C(c1ccc(Cl)nc1)N1CCN(S(=O)(=O)c2ccccc2)CC1,0.1,2.4,·,5,-7,0.7,5,3
COc1ccc(OC)c(/C=C2\Oc3cc(OCC(=O)N4CC(O)C[C@H]4C(=O)O)ccc3C2=O)c1 (stereo not given in full),·,·,0,-15,-150,0.1,4,-4
COC(=O)[C@H]1[C@H](c2ccccc2)[C@H](C(=O)OC)O[C@H]1c1ccccc1,0.0,1.3,?,1,0,2.4,1,17
COCCN1C(=O)CSCC1(C)C(=O)Nc1ccc2c(c1)OCCO2 (stereo not given),0.3,-0.1,0,·,-2,-0.7,-3,12
CCCNC(=O)N[C@@H]1CC[C@@H](CC(=O)NCCc2ccccc2)O[C@@H]1CO,-0.2,-0.4,0,3,-2,-1.9,0,-1
CCOc1ccc(N(CC(=O)N2CCC(Cc3ccccc3)CC2)S(C)(=O)=O)cc1,0.0,·,6,9,-3,·,-4,-47
COc1ccccc1Cc1c(-c2ccc(Cl)cc2)nc2c(Cl)cc(C(F)(F)F)cn12,0.0,-1.3,-7,·,-30,-1.6,-3,-14
CCC(=O)O[C@]1(C(=O)CCl)[C@@H](C)C[C@H]2[C@@H]3CCC4=CC(=O)C=C[C@]4(C)[C@@]3(F)[C@@H](O)C[C@@]21C,0.6,-0.1,-5,-1,5,2.5,2,·
O=C(Nc1ccccc1)N1CC(=O)N2[C@@H](CO)[C@@H](c3ccc(C#CC4CCCCC4)cc3)[C@@H]2C1,0.0,0.0,14,·,-9,-0.5,-1,-19
CC(C(=O)NCc1ccccn1)c1ccc([N+](=O)[O-])cc1 (stereo not given),0.3,·,3,·,2,·,-2,-9
Cc1ccc(OCCCC(=O)Nc2ccc(Cl)c(S(=O)(=O)N3CCOCC3)c2)cc1,0.5,4.4,4,-1,-58,-2.3,-2,-40
C[C@@H]1CN([C@H](C)CO)C(=O)CCCn2nncc2CO[C@H]1CN(C)C(=O)Nc1ccc(F)cc1,-0.1,-0.1,-15,5,0,0.7,2,-10
O=C1CN(S(=O)(=O)c2ccccc2)C[C@H]2[C@@H](c3ccc(C4=CCCC4)cc3)[C@@H](CO)N12,0.4,0.1,-15,·,-8,0.1,1,-7
O=C(Nc1ccccc1C(=O)NCCCN1CCOCC1)c1ccc(Cl)cc1,0.0,0.3,1,0,-31,0.4,3,5
O=C(Nc1ccc(S(=O)(=O)NC2=NCCCCC2)cc1)c1ccc(Cl)cc1Cl,0.1,0.2,2,-4,-15,-3.3,2,-5
CCn1cc(C(=O)O)c(=O)c2cc(F)c(N3CCN(C(=S)Nc4ccc(OC)cc4)CC3)cc21,-0.5,·,0,·,0,0.4,10,31
NS(=O)(=O)c1ccc(CNC(=O)c2cc(-c3cccnc3)nc3ccc(Br)cc23)cc1,-0.1,0.2,-4,-3,-11,-2.2,-3,10
O=C(C[C@@H]1C[C@@H]2c3cc(NC(=O)Cc4ccncc4)ccc3O[C@@H]2[C@H](CO)O1)NCc1ccncc1,0.0,0.2,?,-2,-8,0.8,2,9
C/C=C/C=C/C(=O)OCC(=O)Nc1ccc(Cl)cc1,0.0,0.0,10,-1,-11,-0.4,0,·
Cc1cc2nccc(-c3cccnc3)n2n1,0.2,-0.1,8,·,-6,-3.0,1,-1
# The list continues:
SMILES,Xi reactivation,E-selectin induc,DENV2 CPE rescue,RAD54 inh,RAD52 inh,CFTR F508del cor,Casp6 inh,INS-1E GSIS act
CCOc1ccc2nc3c(cc2c1)CN(CCCO)C(=NCCOC)S3,·,·,·,3,-27,·,-2,-26
CCN(CC)c1ccc(C(=O)NNC(=O)Cn2c(=O)cnc3ccccc32)cc1,0.3,0.1,-1,-1,5,-1.5,3,-11
COc1ccc(S(=O)(=O)Nc2ccc3c(c2)CC(=O)N([C@@H](C)CO)C[C@@H](C)[C@@H](CN(C)C(=O)Nc2ccc4c(c2)OCO4)O3)cc1,-0.5,0.1,9,0,9,0.0,0,1
Cc1c(Cl)cccc1NC(=S)NCc1ccccc1,·,·,·,-10,1,·,2,-11
CCOc1cc(C2NC(=O)NC(c3ccccc3)=C2C(C)=O)ccc1OC(C)=O (stereo not given),0.0,0.0,5,-4,-12,-5.4,2,-1
O=C(/C=C/c1cc(Br)ccc1F)OCC(=O)N1CCCC1,-0.1,·,4,-8,-7,-2.4,7,2
NS(=O)(=O)c1ccc(CCN2C(=O)CCC2=O)cc1,0.3,0.0,?,-2,2,0.4,·,-1
O=C(Nc1ccccc1Br)c1ccc(N2CCCC2=O)cc1,0.1,·,-6,6,-11,2.7,5,-2
CCC(=O)Nc1ccc2c(c1)C(=O)N(C)C[C@@H](OC)[C@@H](C)CN(CCC(F)(F)F)[C@@H](C)CO2,0.0,-0.1,7,-5,3,1.6,1,-1
O=C(C[C@@H]1C=C[C@H](NC(=O)C2CCOCC2)[C@@H](CO)O1)Nc1ccccc1,0.0,-0.1,-2,·,-13,1.9,10,4
COc1ccc(NC(=O)N2CCCC2C(=O)NCC2CCCCC2)cc1 (stereo not given),0.4,·,0,-1,-8,-2.6,·,17
Cc1ccc(NC(=O)N2CCCn3c(SCC(=O)c4ccccc4)nnc32)cc1,0.1,-0.4,-4,-2,-9,-0.4,-5,3
COCC#Cc1cnc2c(c1)C(=O)N([C@H](C)CO)C[C@H](C)[C@H](CN(C)S(C)(=O)=O)O2,0.0,0.6,-2,7,-6,1.7,-1,3
CCc1ccccc1-n1ncc(C(=O)Nc2ccccc2OC)c1C,0.0,·,-6,6,-20,1.9,3,-17
O=C(CCC1CCCCC1)NCCS(=O)(=O)N1CCN(c2ccc(F)cc2)CC1,-0.1,0.0,-8,·,-1,-0.4,-3,-35
COc1ccc(CSc2nnc(NC(C)=O)s2)cc1[N+](=O)[O-],0.0,·,2,·,-6,1.7,10,-7
COc1ccc(-c2csc3ncn(-c4cccc(C)c4)c(=O)c23)cc1OC,-0.1,·,4,4,5,0.9,2,6
CC1CCCCN1C(=O)Nc1ccccc1Cl (stereo not given),0.0,-0.1,-4,6,-9,0.3,1,29
Cc1noc(C)c1NC(=O)N(C)C[C@@H]1OCc2ccccc2-c2ccccc2C(=O)N([C@H](C)CO)C[C@@H]1C,0.6,-2.9,-2,1,4,-2.5,-2,11
CCCCn1nc2cc(C(=O)NCC3CC3)ccc2c1OCC,0.0,-0.1,-14,-14,-4,0.1,-1,-5
Cc1ccc(C(=O)NNC(=O)CNc2cccc(Cl)c2)cc1,0.0,0.5,-2,·,11,-0.1,-2,-13
CCn1cc(CN2CCC(n3nccc3NC(=O)c3cccc(F)c3)CC2)c(C)n1,-0.1,0.0,14,4,-15,-1.6,-6,3
COc1ccc(CCNC(=O)c2cnc(Cl)c(Cl)c2)cc1,0.2,0.0,7,-2,-14,-1.1,1,-1
CC(C)CCNC(=O)C1CCN(S(=O)(=O)c2ccc3nc4c(c(C(=O)O)c3c2)CCCCC4)CC1,0.0,·,-4,3,-5,-0.5,4,3
Cc1ccc(S(=O)(=O)N2C[C@H](O)COC[C@H]3O[C@H](CC(=O)NCc4ccc(Cl)c(Cl)c4)CC[C@@H]32)cc1,0.2,0.3,-9,-12,-14,0.6,-4,-17
# New compounds follow
SMILES,Xi reactivation,E-selectin induc,DENV2 CPE rescue,RAD54 inh,RAD52 inh,CFTR F508del cor,Casp6 inh,INS-1E GSIS act
CCCNC(=O)N1CC2(CN(Cc3ccc(OC)cc3)C2)c2c(n(C)c3cc(OC)ccc23)[C@H]1CO,0.2,-0.1,-3,·,·,5.1,·,-11
Cc1ccc(S(=O)(=O)Oc2ccc3ccc(O)cc3c2)cc1,0.0,0.4,0,5,3,2.1,6,·
CCOC(=O)N1CCN(S(=O)(=O)c2ccc(C)cc2)C1,0.0,0.3,-1,·,-3,-0.8,1,11
O=C(O)c1ccccc1C(=O)NCc1ccc2c(c1)OCO2,-0.1,·,-13,-3,3,0.5,-2,4
COc1cccc(C(=O)NC23CC4CC(CC(C4)C2)C3)c1,0.0,3.7,?,-4,-17,0.0,-3,-9
CC(=O)OC1C([N+]2(C)CCCCC2)C[C@H]2C3CC[C@H]4C[C@H](OC(C)=O)C([N+]5(C)CCCCC5)CC4(C)[C@H]3CCC12C (stereo not given in full),0.0,2.8,-2,-13,50*,-2.8,-6,·
COc1ccccc1CNC(=O)c1sccc1-c1ccccc1,0.0,0.1,3,7,-43,-1.7,1,-2
CN(C)C(=O)C[C@@H]1C=C[C@@H](NC(=O)C2CC2)[C@@H](CO)O1,0.2,-0.1,-6,-6,-7,1.4,1,11
O=C(Nc1nccs1)[C@@H]1CCCN1S(=O)(=O)c1ccc(Cl)cc1,0.1,·,-5,2,-4,0.0,-2,·
O=C(C1CCCCC1)N1CC2(C1)[C@H](c1ccccc1)[C@@H](CO)N2C(=O)NC1CCCC1,0.3,-0.1,-2,·,-7,3.4,1,-10
Cc1ccc(-n2cnn(-c3ccc([N+](=O)[O-])cc3[N+](=O)[O-])c2=O)cc1,-0.1,0.8,5,-8,-11,-1.5,2,-12
C=CCNC(C(=O)Nc1cccc(OC)c1)c1ccccc1 (stereo not given),0.0,5.2,-3,·,-10,-3.5,2,23
COCCNC(=S)N(CCc1c(C)[nH]c2ccc(F)cc12)Cc1cccs1,0.1,2.0,7,·,-16,-2.1,2,-19
CS(=O)(=O)Nc1ccc2c(c1)[C@@H]1C[C@@H](CC(=O)NCC(F)(F)F)O[C@@H](CO)[C@@H]1O2,0.0,0.2,?,-2,2,-1.7,5,1
CC(C)CC(CO)N1CCN(C(=O)c2ccc(Cl)c(Cl)c2)CCC1=O (stereo not given),-0.1,0.0,-9,5,-10,-2.8,7,13
COc1ccccc1CNC(=O)C1CCN(S(=O)(=O)c2ccc3c(c2)NC(=O)CO3)CC1,0.0,-0.3,8,-4,-3,2.0,6,-16
CCCn1c(N)c(C(=O)CSc2nnc(Cc3cccs3)n2C2CC2)c(=O)[nH]c1=O,0.2,4.2,2,2,-8,3.0,-1,6
Cc1ccc(-c2nc3ccccc3s2)cc1S(=O)(=O)N1CCCC1,·,·,·,·,-10,1.0,-1,6
